Compound activity deposited in PubChem BioAssay by Sanford-Burnham Center for Chemical Genomics.
NOD1 inhibition – inhibition of NOD1-driven NF-kB reporter – cell-based, luminescence, uHTS, primary screen (AID 1578) | NOD1-driven NF-kB luciferase reporter cells, luminescence; higher % means a stronger effect | 290,000 compounds, 1% hits | one-dose inhibition, % at 4 µM; EC50 in µM for titrated hits; in the data active = inhibition mostly above about 36%, no sharp cut-off; inactive = mostly below about 34%;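 also: HEK-293T reporter cells stimulated with the NOD1 agonist gamma-tri-DAP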
KOR beta-arrestin-1 – kappa opioid receptor activators – cell-based, luminescence, uHTS, primary screen (AID 1777); KOR beta-arrestin recruitment, luminescence; higher % means a stronger effect; activation, % at 10 µM, or EC50 in µM where a hit was titrated; 280,000 compounds, 0.02% hits; in the data active = activation above about 50%, passing the limit was not always enough; also: a part of the inactive calls stands beside numbers as strong as those of hits
GPR35 antagonists – GPR35 antagonists blocking zaprinast-driven arrestin recruitment, primary screen, imaging, U2OS, beta-arrestin-GFP, zaprinast agonist (AID 2058); U2OS GPR35 beta-arrestin-GFP translocation imaging, zaprinast antagonism; higher % means a stronger effect; inhibition, % at 10 µM, or IC50 in µM where a hit was titrated; 290,000 compounds, 0.052% hits;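 active = inhibition of at least 50% with at least 30 cells and total cytoplasm GFP at most 10,000,000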
AID2073 – disruptors of CaV2.2 binding to Mint1 – biochemical, HTRF (AID 2073); HTRF protein-protein interaction, Mint1-CaV2.2; higher % means a stronger effect; inhibition, % at 20 µM, or IC50 in µM where a hit was titrated; 290,000 compounds, 0.19% hits; in the data active = inhibition mostly above about 51%, no sharp cut-off; also: some results filed as inactive read as strong as hits
HIV peptide binding – cell-free HIV fusion peptide-binding blockers – biochemical, uHTS, fluorescence dequenching, primary screen (AID 1986); one-dose inhibition, % at 20 µM; IC50 in µM for titrated hits; 290,000 compounds, 0.3% hits; cell-free peptide binding, fluorescence dequenching, 30 min; higher % means a stronger effect; in the data active = inhibition mostly above about 52%, no sharp cut-off; inactive = mostly below about 76%; also: some results filed as inactive read as strong as hits
SIAH1 antagonists – Siah-1 peptide-binding antagonists, primary screen, biochemical, fluorescence polarization, rhodamine-plectin, uHTS (AID 1817) | Siah-1 / rhodamine-plectin peptide fluorescence polarization; higher % means a stronger effect | displacement, % at 20 µM; hits with a dose series show IC50 in µM | 290,000 compounds, 0.02% hits;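 active = displacement of at least 50% at 20 µM, with a fluorescence ratio check between 0.3 and a set limit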;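 also: plate controls were Siah plus tracer with DMSO for no effect and tracer alone without Siah for full effect; strong numbers were not always called active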
GPR55 beta-arrestin – GPR55 agonists via beta-arrestin recruitment, primary screen, imaging, U2OS cells, beta-arrestin-GFP redistribution (AID 1961). U2OS GPR55 beta-arrestin-GFP redistribution imaging; higher % means a stronger effect. one-dose activation, % at 10 µM; EC50 in µM for titrated hits. 290,000 compounds, 0.048% hits;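 active = activation above 40% with more than 50 cells counted in the well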;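 also: U2OS osteosarcoma cells stably expressing GPR55 and beta-arrestin-GFP; plate controls were DMSO negative control for no effect and LPI positive control for full effect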
KOR beta-arrestin-2 – KOR antagonists, beta-arrestin recruitment, cell-based, luminescence, uHTS (AID 1778); 290,000 compounds, 0.091% hits; inhibition, % at 10 µM; hits with a dose series show IC50 in µM; KOR beta-arrestin recruitment, luminescence, antagonist mode; higher % means a stronger effect; in the data active = inhibition above about 50%; also: strong numbers were not always called active
GPR55 antagonists – inhibition of LPI-stimulated GPR55 beta-arrestin translocation – imaging, U2OS, beta-arrestin-GFP, LPI agonist, primary screen (AID 2013); U2OS GPR55 beta-arrestin-GFP translocation imaging, LPI antagonism; higher % means a stronger effect; one-dose inhibition, % at 10 µM; IC50 in µM for titrated hits; 290,000 compounds, 0.13% hits;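 active = spots per cell inhibited over 60%, with over 100 cells counted and total cytoplasm intensity under 500,000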;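 also: U2OS cells stably carrying GPR55 and arrestin-GFP stimulated by 5 µM LPI near EC80; imaged beta-arrestin-GFP aggregate spots per cell after agonist stimulation; plate controls were LPI-stimulated DMSO wells for no effect and DMSO wells without LPI for full effect; some results filed as inactive read as strong as hits; confirmed hits need IC50 under 10 µM and bright autofluorescent wells are also inconclusive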
Numbers without * were called inactive; . = no result given; [ ] = another dose, or the depositor's remark. A portion of the library; count on the stated rates, not on these rows.

Second line of a record – NOD1 inhibition, HIV peptide binding, SIAH1 antagonists, AID2073, KOR beta-arrestin-2, KOR beta-arrestin-1, GPR35 antagonists, GPR55 antagonists, GPR55 beta-arrestin
Cc1c(C)c2ccc(OCC(=O)N3C[C@H]4C[C@@H](C3)c3cccc(=O)n3C4)c(C)c2oc1=O
→ -13%, 2.1%, -2%, 4%, 15%[20 µM], -2.8%, 9%, -1%, -0.1%
CC(C)OCC(O)CN1CC2C[C@@H](C1)Cn1c2cccc1=O (stereo partly drawn)
→ -7%, 1.8%, -1%, 23%, 16%, -4.2%, 11%, 11%, -0.1%
CCCN(CC1CC1)CC(O)c1ccccc1 (stereo not drawn)
→ 4%, -2.2%, -1%, 15%, 23%, -1.5%, 8%, 2%, -0.2%
COc1ccc(C(=O)CN2CCOCC2)cc1F
→ -27%, 0.3%, 2%, -10%, 26%, -4.2%, -6%, 0%, -0.1%
CN1CCN(CCC(=O)OC2CC3CCC(C2)N3C)CC1 (stereo not drawn)
→ -20%, 1.5%, 4%, 2%, -14%, -5.9%, -14%, -1%, -0.2%
O=C(c1cc(S(=O)(=O)N2CCOCC2)ccc1F)N1CCC2(CC1)OCCO2
→ -20%, -1.2%, 1%, 47%, -3%, 4.5%, 1%, 8%, 0.2%
O=c1[nH]c(=S)n(C2CCCCC2)c(O)c1/C=N/N1CCOCC1
→ 9%, 3.6%, -2%, -30%, 27%, 5.2%, -14%, -14%, 0.0%
O=C1NC(=S)N(c2ccc(Br)cc2)C(=O)/C1=C/N1CCN(C(=O)c2ccco2)CC1
→ -9%, 32%, 8%, 6%, -6%[20 µM], -0.8%, -8%, -12%, -0.1%
CCCCCn1c(=O)c(C(=O)Nc2nc3ccccc3[nH]2)c(O)c2ccccc21
→ 7%, 7.0%, -5%, 13%, -37%, 2.7%, -4%, -11%, 0.0%
COC(=O)c1ccccc1-n1c(C)nc2ccccc2c1=O
→ -4%, 2.8%, 5%, 3%, -18%, -1.1%, -8%, -8%, 0.0%
CCN(CC)CCCN=Cc1c(O)n(CCc2ccc(OC)c(OC)c2)c(=O)[nH]c1=O
→ -17%, 1.2%, 1%, 6%, -17%, 2.0%, -9%, 7%, 0.2%
CCC(CC)N1CCN(Cc2nc3ccccc3c(=O)n2-c2ccc(F)cc2)CC1
→ -29%, 1.2%, 2%, 4%, 33%[20 µM], -4.7%, -2%, -26%, -0.2%
Cc1cccc(N2C(=O)NC(=O)/C(=C\c3cc(C)n(-c4sc5c(c4C#N)CCCC5)c3C)C2=O)c1C
→ 6%, 22%, -6%, -12%, 35%, 2.4%, -3%, 18%, 0.7%
Cn1c(O)c(C=Nc2ccccc2)c(=O)n(C)c1=O
→ 5%, 1.3%, 2%, -5%, -14%, -2.8%, -11%, 1%, -0.3%
CC(C)(C)N1C(=O)NC(=O)/C(=C\c2ccc3c(c2)CCN3CCCCl)C1=O
→ -5%, 14%, -2%, 17%, 11%, 0.7%, 17%, -8%, 0.3%
O=C1/C(=C\c2cccnc2)N2CCC1CC2
→ 3%, -0.3%, -5%, 48%, 12%, -1.4%, -3%, 4%, -0.1%
Cc1nn(Cc2ccccc2Cl)c(Cl)c1C(=O)OC(C(=O)NC(N)=O)C(C)C (stereo not drawn)
→ 0%, -1.6%, 3%, 0%, ., -1.8%, 11%, 4%, -0.4%
COP(=S)(OC)SCN1C(=O)c2ccccc2C1=O
→ -9%, -4.2%, -3%, -45%, -17%, -6.4%, 7%, -8%, -0.2%
CN(C)P(=O)(C(Cl)=C(N1CCCCC1)N1CCCCC1)N(C)C
→ -44%, -1.2%, -2%, -11%, -16%, 6.9%, 12%, 2%, 0.1%
Cc1nn(Cc2ccccc2)c(C)c1C(=O)OCC(=O)Nc1cc(S(C)(=O)=O)ccc1Cl
→ -24%, 1.8%, 2%, 12%, -5%, -2.6%, -2%, -2%, -0.4%
Cc1ccc(C)c(-n2c(C)nc3ccccc3c2=O)c1
→ -8%, 0.7%, 2%, 14%, 3%, 0.3%, -8%, 6%, -0.1%
O=Cc1c(C(=O)O)n(Cc2ccc(Cl)cc2)c2ccccc12
→ -24%, 27%, 3%, 7%, -29%, -5.4%, 7%, 2%, -0.2%
COC(=O)c1ccccc1NC(=O)N1C[C@@H]2C[C@@H](C1)c1cccc(=O)n1C2
→ -16%, -0.7%, -1%, 11%, -36%[20 µM], -6.3%, 0%, 2%, -0.1%
COc1ccc(-n2c(O)c(C(C)=Nc3ccc4c(c3)CCC4)c(=O)[nH]c2=O)cc1
→ 5%, 1.0%, 4%, -4%, 14%, 3.3%, 9%, -9%, 0.2%
CC(=NCCCN1CCCCC1)c1c(O)n(Cc2ccccc2)c(=O)[nH]c1=O
→ 2%, 0.4%, 3%, 7%, 9%, 1.8%, -1%, 3%, 0.2%
Cn1c(CN2CCN(C(=O)COc3ccccc3)CC2)nc2cc([N+](=O)[O-])ccc21
→ -18%, 1.5%, 0%, -16%, -18%, 0.4%, -15%, 12%, 1.2%
CC12CNCC(C)(CNC1)C2O (stereo not drawn)
→ -2%, 0.5%, -4%, 37%, -6%, -3.6%, -6%, 6%, -0.2%
O=C(CN1CCCCC1)c1cccc(Br)c1
→ -15%, 0.9%, 5%, 2%, -2%, -2.8%, -6%, 4%, -0.1%
Cc1c(C(c2ccc(Br)cc2)c2c(O)c3ccccc3oc2=O)c(=O)n(-c2ccccc2)n1C (stereo not drawn)
→ -20%, 4.2%, -6%, 8%, -17%, 1.8%, -6%, -4%, 0.1%
Clc1cccc(CNCCc2c[nH]c3ccccc23)c1
→ -13%, 2.0%, 5%, 0%, -25%, -4.4%, 2%, 1%, 0.3%

The listing continues:
Second line of a record – NOD1 inhibition, HIV peptide binding, SIAH1 antagonists, AID2073, KOR beta-arrestin-2, KOR beta-arrestin-1, GPR35 antagonists, GPR55 antagonists, GPR55 beta-arrestin
CCOc1ccc(N=Cc2c(O)n(CCc3ccc(OC)c(OC)c3)c(=O)[nH]c2=O)cc1
→ 1%, 1.7%, 8%, 29%, 28%, -1.3%, -3%, 7%, 0.0%
CC12CN3CCN(CC(C3)/C1=N/NC(N)=O)C2
→ -2%, 0.3%, -3%, -2%, 6%, 1.3%, 0%, -2%, -0.2%
Cc1ccc(P(=S)(c2ccc(C)o2)N2CCOCC2)o1
→ -12%, 0.6%, 11%, 4%, 7%, 1.2%, -6%, 5%, -0.3%
COc1cc(N2CCOCC2)ccc1/C=C1\C(=O)NC(=O)N(C2CCCCC2)C1=O
→ -21%, 33%, -1%, 12%, ., 8.2%, -1%, 2%, -0.2%
COc1cc2c(cc1OC)-c1c(OC)c(OC)cc3c1C(C2)N(C)CC3 (stereo not drawn)
→ -17%, 2.2%, 7%, -5%, 6%, -3.5%, -7%, -3%, -0.2%
COc1ccc(F)cc1C(=O)C1CCCN(Cc2ccc(O)cc2)C1 (stereo not drawn)
→ -16%, -0.1%, 0%, -1%, -14%, 3.8%, -18%, ., 0.0%
CC(C)(C)C(O)C(Oc1ccc(Cl)cc1)n1cncn1 (stereo not drawn)
→ 9%, -0.4%, 4%, -1%, -47%, -1.6%, -5%, -5%, -0.1%
O=C1NC(=O)N(c2ccccc2)C(=O)/C1=C\c1ccc([N+](=O)[O-])o1
→ 2%, 41%, 14%, -2%, 14%, ., 13%, 4%, -0.1%
CCOC(=O)C(O)(c1ccc(N(CC)C(=O)OC)cc1)C(F)(F)F (stereo not drawn)
→ -11%, -0.3%, 2%, -5%, 33%, 0.3%, 12%, -7%, -0.3%
CCOc1cc(CNCCc2cccc(F)c2)ccc1OC
→ 0%, 1.9%, 6%, -8%, -20%, -1.1%, -10%, -7%, -0.1%
Cc1onc(-c2c(Cl)cccc2Cl)c1/C(N)=N/OC(=O)N(C)C
→ 0%, 1.3%, 13%, 0%, 19%, -7.6%, 18%, 2%, 0.5%
Cc1cccc(Nc2nc(N)nc(CCl)n2)c1
→ 8.7µM*, -2.0%, -3%, 8%, 33%, 5.7%, 8%, 7%, 0.0%
COC(=O)N(c1ccccc1)P(=O)(Oc1ccccc1)Oc1ccccc1
→ -4%, 1.5%, -3%, 3%, -43%, 0.4%, 16%, -3%, 0.0%
CCCCCn1c(=O)c(C(=O)NCc2ccco2)c(O)c2ccccc21
→ -35%, 4.3%, -3%, 10%, -56%, 8.0%, -14%, -6%, 0.2%
Cc1cc(C)c2c(c1)-c1cc(C)nn1C(c1cccnc1)N2 (stereo not drawn)
→ -7%, 0.6%, 4%, -3%, -25%, -4.4%, -7%, 4%, -0.1%
Cc1cccc(CN2CCN(C(=O)Cc3ccccc3)CC2)c1
→ 14%, 3.6%, 9%, 3%, -29%[20 µM], -1.2%, -2%, -3%, 0.2%
Cc1ccc(OCCOc2cccc(C=C3C(=O)NC(=O)NC3=O)c2)c(C)c1
→ 0%, 11%, -7%, 10%, -4%, -0.4%, 10%, -3%, -0.2%
COc1ccc(/C=C/C(=O)c2c(O)n(CCC3=CCCCC3)c(=O)[nH]c2=O)cc1
→ 80%*, 38%, 4%, 10%, -2%, -5.5%, -4%, 7%, 0.9%
CN(C(=O)Oc1ccc(Cl)c2cccnc12)c1ccccc1
→ -17%, 2.3%, 2%, 6%, 16%, -3.2%, 20%, 6%, 1.0%
CCN1C[C@]2(OC(=O)c3ccccc3NC(C)=O)CCC(OC)C34C5C[C@H]6C(OC)[C@]5(O)[C@](O)(C[C@@H]6OC)C(C[C@@H]32)[C@H]14 (stereo partly drawn)
→ 2%, -1.3%, 2%, -1%, 26%, -3.5%, 1%, -1%, -0.1%
CCCCNC(=O)c1c(N)n(CCCOC)c2nc3ccccc3nc12
→ -5%, 2.1%, 4%, 5%, -5%, 6.0%, -12%, -9%, -0.1%
O=[N+]([O-])c1cc(-n2cnnn2)c(O)c([N+](=O)[O-])c1
→ -5%, -1.0%, 1%, 7%, 10%, 2.1%, -1%, 18%, -0.1%
Cc1cc(C)cc(N2C(=O)NC(=O)/C(=C/c3cccn3-c3ccc(Cl)cc3)C2=O)c1
→ ., 15%, -8%, 30%, -28%, -6.4%, -4%, 4%, 0.0%
CCOP(=O)(Cc1cc(C#N)oc1C)OCC
→ -14%, 0.6%, 10%, 2%, -13%, -2.7%, 8%, 17%, 0.4%
COc1ccc2c(C)c(CC(=O)N3C[C@H]4C[C@@H](C3)c3cccc(=O)n3C4)c(=O)oc2c1C
→ -16%, -1.3%, -4%, 26%, -29%[20 µM], -2.9%, 10%, 7%, -0.1%
COC(=O)CC1(CC(=O)OC)C(=O)N(c2ccccc2)C(=O)N(c2ccccc2)C1=O
→ -5%, -1.7%, 3%, 17%, 2%, -4.8%, 4%, 19%, -0.1%
Cc1ccc2c(c1)=C/C(=C\c1c(O)[nH]c(=O)[nH]c1=O)C(=O)N=2
→ -17%, 0.1%, 1%, 80%, 12%, -3.4%, 4%, 11%, -0.1%
C[C@]12C=CC(=O)C=C1C=C[C@@H]1C2CC[C@]2(C)C(=O)CCC12 (stereo partly drawn)
→ -8%, 1.1%, 1%, -1%, 2%, 1.0%, 10%, 5%, 0.0%
